PLK1 PBD block – qHTS for Inhibitors of PLK1-PDB (polo-like kinase 1 - polo-box domain): Primary Screen | Serine/threonine-protein kinase PLK1 (Homo sapiens), P53350 | Plk1 PBD binding of FITC phosphopeptide, fluorescence polarization | Potency, µM, for the others: max response, negative = inhibition, hits mostly inhibitors | 2.8% of 360,000 active; note: potency is the fitted concentration of half-maximal effect; series mostly up to about 57 µM; % is set by controls: 0 for no effect and ±100 for the full control effect; nearly all actives have a fitted effect of over 65% in size
Target sequence (P53350 whole entry, looked up, the tested form may be a part): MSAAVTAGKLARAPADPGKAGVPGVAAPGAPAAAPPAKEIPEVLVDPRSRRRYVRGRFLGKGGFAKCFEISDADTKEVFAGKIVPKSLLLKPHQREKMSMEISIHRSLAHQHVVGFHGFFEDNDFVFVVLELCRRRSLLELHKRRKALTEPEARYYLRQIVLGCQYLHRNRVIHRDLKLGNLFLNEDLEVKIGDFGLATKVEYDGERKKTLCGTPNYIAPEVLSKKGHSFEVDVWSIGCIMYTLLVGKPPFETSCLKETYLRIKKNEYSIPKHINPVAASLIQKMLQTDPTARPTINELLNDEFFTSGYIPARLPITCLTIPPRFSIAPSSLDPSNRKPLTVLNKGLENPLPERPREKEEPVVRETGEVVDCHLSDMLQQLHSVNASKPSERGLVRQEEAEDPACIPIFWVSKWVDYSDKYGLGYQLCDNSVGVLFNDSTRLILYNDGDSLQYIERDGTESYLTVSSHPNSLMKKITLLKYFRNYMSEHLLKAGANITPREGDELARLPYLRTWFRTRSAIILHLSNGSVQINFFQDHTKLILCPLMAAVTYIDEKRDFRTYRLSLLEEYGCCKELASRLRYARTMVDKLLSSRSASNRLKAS
EPAC1 antagonist – qHTS for Antagonist of cAMP-regulated guanine nucleotide exchange factor 3 (EPAC1): primary screen | AID 720709, 2013 | 0.14% of 360,000 active | Rap guanine nucleotide exchange factor 3 (Homo sapiens), O95398 | Potency, µM (highest dose often 115 µM), without a hit: top-dose activity change, negative = inhibition, actives largely listed as inhibitors | EPAC1 GEF assay, Rap1b-BODIPY-GDP exchange fluorescence;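 note: potency is the fitted concentration of half-maximal effect; plate controls were vehicle for no effect and positive control for full effect; nearly all actives have a fitted effect of over 50% in size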
PI5P4K alpha inh – qHTS for Inhibitors of phosphatidylinositol 5-phosphate 4-kinase (PI5P4K); Phosphatidylinositol 5-phosphate 4-kinase type-2 alpha (Homo sapiens), P48426; PI5P4Kalpha enzyme, ADP-Glo luminescence, 60 min; stronger effect = lower value; max response, %; 1.2% of 330,000 active; active = max response of -50% or lower; inconclusive = between -30% and -50%; inactive = -30% or higher; note: value at the top dose of about 77 µM; % is set by controls: 0 for no effect and ±100 for the full control effect
Target sequence (P48426 whole entry, looked up): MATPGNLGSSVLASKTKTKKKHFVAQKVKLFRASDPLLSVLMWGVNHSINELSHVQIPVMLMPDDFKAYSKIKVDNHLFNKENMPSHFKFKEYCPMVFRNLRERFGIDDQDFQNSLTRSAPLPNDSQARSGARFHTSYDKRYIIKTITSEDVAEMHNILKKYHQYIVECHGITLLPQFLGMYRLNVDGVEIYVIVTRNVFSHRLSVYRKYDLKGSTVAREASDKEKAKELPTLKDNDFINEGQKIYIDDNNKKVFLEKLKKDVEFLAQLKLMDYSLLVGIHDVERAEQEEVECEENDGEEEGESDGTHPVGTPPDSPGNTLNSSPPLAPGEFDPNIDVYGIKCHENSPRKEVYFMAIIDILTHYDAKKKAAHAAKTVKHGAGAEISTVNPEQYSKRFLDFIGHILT
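Reactions run in 0.038 M HEPES pH 7.4, 0.28 mM EGTA, 0.1% CHAPS and 5% DMSO, with PI5P4Kalpha, substrate, compound and 5 microM ATP final, one hour at room temperature. Readout is ADP-Glo luminescence.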
WRN inhibitor – qHTS for Inhibitors of WRN Helicase; 0.46% of 360,000 active; Potency, µM (series often up to 114 µM), for the others: at the highest dose activity change, negative = inhibition, most hits filed as inhibitors; WRN helicase unwinding, fluorescent forked duplex, kinetic; note: potency is the fitted concentration of half-maximal effect; % is set by controls: 0 for no effect and ±100 for the full control effect; nearly all actives have a fitted effect of over 55% in size
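WRN at 20 nM final was preincubated with compound for 15 min at room temperature; reaction started with 100 nM forked duplex oligonucleotide carrying fluorophore and quencher plus 2 mM ATP (final). Unwinding followed kinetically by red fluorescence (ex 525/em 598 nm).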
EPAC1 ag – qHTS for Agonist of cAMP-regulated guanine nucleotide exchange factor 3 (EPAC1): primary screen | EPAC1 agonist qHTS, biochemical assay; response scale: 100% = response to 6.5 mM cAMP | Potency, µM (doses to about 154 µM), for the others: at the top dose activation, most hits filed as activators | 0.073% of 360,000 active | Rap guanine nucleotide exchange factor 3 (Homo sapiens), O95398; note: potency is the fitted concentration of half-maximal effect; nearly all actives have a fitted effect of over 60% in size
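EPAC1 100 nM, Rap1B–BODIPY-GDP 250 nM, unlabeled GDP 50 uM; compound titration; 5 min RT; kinetic read ex480/em540 at 5-min intervals ×30 min; data normalized to 6.5 mM cAMP agonist control.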
IL2 activator – qHTS of IL-2 Activators | IL-2 activation reporter assay, cell-based qHTS; stimulated with anti-CD3/CD4/CD28 beads; in transgenic mouse T cells | activation, % (series mostly up to about 46 µM) | 0.065% of 360,000 active | AID 652025, 2013; in the data active = activation above about 50%; inconclusive = mostly about 30% to 49%; note: 0% is about no effect
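Using fluorescent plate cytometry, EGFP and DsRed are detected in transgenic mouse T cells stimulated 18 h at 37 degrees C with antibody-coated beads after 60 min compound pretreatment.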
FUS suppressor – qHTS for Suppressors of FUS Proteinopathy: Primary screen using FUS-linked yeast assay. S. cerevisiae FUS-expressing, growth rescue, OD600, 24 h. Potency, µM (highest dose often 76.6 µM), for inactives: at the highest dose growth rescue (activation), usual class: activators. 0.24% of 390,000 active. AID 1347120, 2019;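 note: potency is the fitted concentration of half-maximal effect; plate controls were DMSO vehicle for no effect and reference control for full effect; nearly all actives have a fitted effect of over 55% in size; some results filed as inactive show a strong effect at the top dose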
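Toxicity suppression screen in FUS-yeast. Cells induced with 2% galactose, starting OD 0.005, treated 24hr at 30C with compounds at multiple final concentrations; growth by OD600.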
Abeta yeast res – qHTS for compounds that reverse cellular toxicity of Amyloid beta (A-beta) peptide in yeast: Primary Screen | 0.063% of 410,000 active | Potency, µM (doses to about 46.1 µM), for inactives: top-dose growth rescue, hits mostly activators | AID 1347071, 2019 | yeast expressing A-beta42, growth rescue, OD600, 48 h; response scale: 0% DMSO, 100% iron-clioquinol control; note: potency is the fitted concentration of half-maximal effect; nearly all actives have a fitted effect of over 55% in size
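Growth rescue measured by 600 nm absorbance after 48 h yeast culture at 30 C with compound. Values normalized between DMSO and an equimolar ferric chloride plus clioquinol control.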
Starred values were filed as active, the others as inactive; ? = inconclusive; . = not tested or not shown; & = joins results of further samples; [ ] = dose if it differs, or a comment. Unless noted, calls come from the whole dose curve; as a rule, active = well fitted curve in the direction sought with a large enough effect; inconclusive = small, poorly fitted or top-dose-only effect, or another doubt; inactive = no such curve, though single readings can be large; an effect the other way counts as inactive or inconclusive. Compounds as they come; any-hit rate near 4.1%.

SMILES	PLK1 PBD block	EPAC1 antagonist	PI5P4K alpha inh	WRN inhibitor	EPAC1 ag	IL2 activator	FUS suppressor	Abeta yeast res
O=C(NCC1CCCO1)c1ccc2c3n(nc2c1)-c1ccccc1CO3 (stereo unspecified)	0%	-11%	-4	-2%	11%	-0.9	3%	0%
Cc1ccc2nc(SCC(=O)NC3CCCC3)[nH]c2c1	-6%	4%	-8	13%	8%	-0.3	3%	5%
CCOCCCN(C(=O)c1snc(C(N)=O)c1N)C(C(=O)NC1CCCC1)c1ccc(O)c(OC)c1 (stereo unspecified)	-13%	2%	16	8%	-8%	2.8	2%	-21%
COc1ccc(N2C(=O)CSC2c2ccc3c(c2)OCO3)c(OC)c1 (stereo unspecified)	-5%	-8%	0	1%	1%	-0.7	9%	1%
O=C(COC(=O)/C=C/c1ccco1)NCc1ccco1	?	-10%	?	?	-6%	0.1	34%	-16%
COc1cc(/C=C/C(=O)OCC(=O)N2CCCC2)cc(OC)c1OC	3%	-9%	-4	-1%	-8%	-0.5	-16%	4%
Cn1ccc2c(N3CCCC3)cc3c(c21)C1CCC3O1 (stereo unspecified)	-17%	2%	-16	0%	5%	0.0	30%	-18%
CCC1=NN(C(=O)c2ccc(Br)cc2)C(O)(c2ccc(C)cc2)C1 (stereo unspecified)	1%	-7%	11	-4%	-2%	-0.5	9%	?
COn1c(-n2nc(C)cc2C)nc2ccccc2c1=O	-8%	1%	-4	7%	-4%	-0.1	-16%	26%
O=C1CN(C(=O)CN2CCN(S(=O)(=O)c3ccccc3)CC2)c2ccccc2N1	4%	2%	-3	2%	4%	-0.8	-40%	0%
COC(=O)c1ccc(NC(=O)c2ccc(OC(C)=O)c(OC)c2)cc1	-7%	-4%	-5	-19%	-7%	-1.8	36%	-24%
COc1ccc(C(=O)NCc2ccc(Cl)cc2)cc1S(=O)(=O)N1CCCC1	-10%	-28%	1	3%	10%	-0.7	35%	0%
O=C(CSc1ccc2nnc(-c3cccc(F)c3)n2n1)NCC1CCCO1 (stereo unspecified)	?	3%	.	-4%	-3%	-2.4	-11%	3%
CC(C)(C)NC(=O)CSc1ncnc2c1cnn2-c1ccccc1	-4%	-16%	-5	1%	-2%	-4.4	-20%	-3%
OC(CNc1ccccc1)Cn1ccc2ccccc21 (stereo unspecified)	-3%	-14%	17	-18%	5%	-0.9	20%	21%
C=CCn1c(=O)c2ccccc2n2c(SCc3nc4ccccc4s3)nnc12	-1%	5%	-9	-3%	-5%	0.2	38%	5%
CC(=O)Nc1nonc1NC(=O)COc1ccccc1	-15%	-14%	-11	-4%	11%	-2.1	24%	11%
O=C(Nc1cccc(Cl)c1)c1cnccn1	-19%	-29%	0	-2%	3%	0.1	-11%	13%
Cc1ccc(/C=N/n2c(-c3ccco3)n[nH]c2=S)s1	-7%	13%	-8	3%	-6%	-0.1	-8%	9%
CC(=O)NNc1ncnc2ccccc12	-10%	-11%	-5	-6%	-2%	0.0	-29%	-3%
O=C(c1cc(-c2ccccc2Cl)nc2ccccc12)N1CCN(c2ccccn2)CC1	-3%	-6%	1	5%	11%	0.2	-8%	5%
Cc1c(NC(=O)c2ccc(S(=O)(=O)N3CCOCC3)cc2)c(=O)n(-c2ccccc2)n1C	-2%	-16%	-2	-2%	13%	1.4	8%	-10%
Cc1noc(NS(=O)(=O)c2ccc(NC(=O)CS(=O)(=O)c3ccccc3)cc2)c1C	-15%	-5%	2	-5%	4%	2.3	9%	6%
COc1ccc(NC(=O)c2nc(C)c(C3(C)CC(c4cccnc4)=NO3)s2)cc1 (stereo unspecified)	-7%	-8%	-9	-4%	11%	-0.4	25%	-31%[inhibitor]
COC(=O)[C@H](C)NC(=O)COc1ccccc1	-1%	-1%	.	1%	1%	-0.8	-11%	-18%

Complete entries, looked up by structure:
Cn1ccc2c(N3CCCC3)cc3c(c21)C1CCC3O1 (stereo unspecified) across the screens: PLK1 PBD block = -17%; EPAC1 antagonist = 2%; PI5P4K alpha inh = -16; WRN inhibitor = 0%; EPAC1 ag = 5%; IL2 activator = 0.0; FUS suppressor = 30%; Abeta yeast res = -18%
O=C(CSc1ccc2nnc(-c3cccc(F)c3)n2n1)NCC1CCCO1 (stereo unspecified) across the screens: PLK1 PBD block = ?; EPAC1 antagonist = 3%; PI5P4K alpha inh = .; WRN inhibitor = -4%; EPAC1 ag = -3%; IL2 activator = -2.4; FUS suppressor = -11%; Abeta yeast res = 3%

3 compounds from above, sorted by length of the SMILES, smallest number first:
SMILES	PLK1 PBD block	EPAC1 antagonist	PI5P4K alpha inh	WRN inhibitor	EPAC1 ag	IL2 activator	FUS suppressor	Abeta yeast res
O=C(Nc1cccc(Cl)c1)c1cnccn1	-19%	-29%	0	-2%	3%	0.1	-11%	13%
C=CCn1c(=O)c2ccccc2n2c(SCc3nc4ccccc4s3)nnc12	-1%	5%	-9	-3%	-5%	0.2	38%	5%
O=C(c1cc(-c2ccccc2Cl)nc2ccccc12)N1CCN(c2ccccn2)CC1	-3%	-6%	1	5%	11%	0.2	-8%	5%

Other entries.
SMILES	PLK1 PBD block	EPAC1 antagonist	PI5P4K alpha inh	WRN inhibitor	EPAC1 ag	IL2 activator	FUS suppressor	Abeta yeast res
CC(=O)C[C@H]1c2cc(C(F)(F)F)ccc2S(=O)(=O)N1C1CCCC1	0%	0%	7	1%	2%	-2.8	18%	5%
O=C(CNC(=O)C1CCCCC1)OCC(=O)c1ccc(F)cc1	-4%	-13%	1	-4%	9%	-0.1	-2%	2%
Cc1c(NC(=O)CN2CC(C)OC(C)C2)c(=O)n(-c2ccccc2)n1C (stereo unspecified)	-11%&2%	2%&8%	2	3%&-3%	1%&2%	0.5&1.8	17%&7%	-5%&5%
COc1ccc(NC(=O)Cn2c(=O)n(-c3ccc(CC(=O)NCc4ccco4)cc3)c(=O)c3ccccc32)cc1	-21%	-5%	-1	3%	-15%	-1.3	2%	-5%
O=C(NC1CCCC1)C1CC1c1ccccc1 (stereo unspecified)	-6%	3%	0	2%	-4%	-0.7	.	-7%
O=C(NCC1CCCO1)c1cc2c(=O)[nH]c3ccccc3c2s1 (stereo unspecified)	2%	-16%	3	-5%	8%	1.4	-2%	-4%
Cc1ccccc1NC(=O)Cc1nc(COC(=O)/C=C/c2ccccc2)cs1	7%	-18%	-7	-7%	4%	-0.5	19%	7%
CCCNS(=O)(=O)c1cc(CN2C(=O)c3cccnc3C2=O)ccc1OC	1%	-11%	4	-5%	0%	2.2	-4%	-2%
COc1ccc2c(c1)nc(SCC(=O)c1ccc(Br)s1)n2C	?	-4%	.	-7%	-2%	-1.6	7%	-12%
CC(C)(Oc1ccc(CCNC(=O)c2ccc(-c3ccccc3)o2)cc1)C(=O)O	-13%	-13%	-8	-1%	-8%	-2.2	.	-2%
Cc1cc(F)ccc1NCc1cccnc1	?	1%	1	2%	6%	2.0	7%	22%
Cc1ccc(S(=O)(=O)N2CCN(C(=O)CCC(=O)NC3CCCc4ccccc43)CC2)cc1 (stereo unspecified)	-4%	1%	.	10%	5%	-2.2	30%	-13%
CC1Oc2ccccc2N(CC(=O)NCc2ccc3c(c2)OCO3)C1=O (stereo unspecified)	1%	0%	-7	9%	-8%	0.8	1%	-4%
COc1c(Cl)ccc(Cl)c1C(=O)NC(=O)Nc1nc(C)cc(C)n1	-1%	-1%	3	4%	16%	1.1	0%	7%
COc1ccc(CNC(=O)C[C@H]2C[C@H](C(=O)N3CCCCC3)[C@@]3(C)c4[nH]c5ccc(Cl)cc5c4CCN3C2=O)cc1OC	-2%	-4%	-1	-4%	-7%	-0.8	?	6%
COc1ccc(/C=N/NC(=O)c2cc(C34CC5CC(CC(C5)C3)C4)[nH]n2)cc1OC	-4%	-15%	-2	-9%	3%	-0.7	20%	-11%
COc1cccc(C2(O)CCN(C(=O)C3CC3)CC2)c1	-5%	13%	3	-13%[57.1 µM]	1%	0.6	11%	14%
CC1CN(C(=O)c2ccc(CNS(=O)(=O)c3cccc(C(F)(F)F)c3)cc2)CC(C)O1 (stereo unspecified)	-9%	-6%	-2	3%	-12%	-3.2	45%	-12%
CN(C)CCN(C(=O)c1ccc(S(=O)(=O)N(C)c2ccccc2)cc1)c1nc2cc3c(cc2s1)OCCO3	2%	0%	-6	0%	-2%	1.6	10%	1%
O=C(NCC1CCCO1)c1ccc(Br)o1 (stereo unspecified)	-14%	2%	1	7%	-6%	1.8	-16%	-17%
CN(C)c1ccc(P(=O)(OCc2ccccc2)C(O)c2ccc(Br)cc2)cc1 (stereo unspecified)	-1%	0%	-4	0%	4%	0.6	16%	3%
Cc1ccc(C)c(OCCC(=O)OCC(=O)Nc2cc(S(=O)(=O)N3CCCCC3)ccc2C)c1	2%	-6%	1	-25%	8%	0.4	50%	19%
O=C(C1CCCN1S(=O)(=O)c1ccc(Cl)cc1)N1CCCCC1 (stereo unspecified)	6%	-6%	3	-3%	-7%	0.3	.	0%

Reformatted with each value named: part of the list above.
O=C(CNC(=O)C1CCCCC1)OCC(=O)c1ccc(F)cc1
  PLK1 PBD block: -4% | EPAC1 antagonist: -13% | PI5P4K alpha inh: 1 | WRN inhibitor: -4% | EPAC1 ag: 9% | IL2 activator: -0.1 | FUS suppressor: -2% | Abeta yeast res: 2%

CC1Oc2ccccc2N(CC(=O)NCc2ccc3c(c2)OCO3)C1=O (stereo unspecified)
  PLK1 PBD block: 1% | EPAC1 antagonist: 0% | PI5P4K alpha inh: -7 | WRN inhibitor: 9% | EPAC1 ag: -8% | IL2 activator: 0.8 | FUS suppressor: 1% | Abeta yeast res: -4%
